# High-throughput results (PubChem BioAssay)
# p53ts 39C kill = p53ts cell cytotoxicity, nonpermissive temperature. Potency, µM (highest dose often 46.1 µM), for inactives: at the highest dose activity change, negative = cell killing, usual class: cytotoxic. AID 902. 130,000 tested, 1.5% active. H1299-p53A138V viability at 39C, ATP luminescence, 24 h; note: nearly all actives have a fitted effect of over 55% in size
# Peg3 imprint = inducers of genomic imprint erasure in mouse ES cells; 110,000 tested, 0.02% active; Potency, µM (highest dose often 60.7 µM), for the others: top-dose activity change, positive = activation, usual class: activators; mouse ES Peg3-LacZ reporter, beta-gal luminescence, 40 h;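 note: 0% = negative control wells on the plate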
#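 Readout: BetaGlo luminescence (5 min, room temp) for LacZ from the normally silent maternal Peg3 allele in female Peg3LacZ-Neo ES cells. Cells 300/well, 40 h, 37C, 5% CO2. Data normalized per plate to negative controls.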
# p53ts 32C kill = cytotoxicity in p53ts cells at permissive temperature. H1299-p53A138V at 32C, ATP luminescence viability, 24 h. Potency, µM (doses to about 46.1 µM), for the others: top-dose activity change, negative = cytotoxicity, actives largely listed as cytotoxic. 130,000 tested, 0.93% active;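 note: 0% = DMSO and -100% = full killing by reference compound; nearly all actives have a fitted effect of over 55% in size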
#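 ATP-content luminescence (ATPlite) read-out after 24 h compound exposure at 32C in H1299-p53A138V cells (600/well). Tested up to 46 uM. Normalized to DMSO (0%) and 100 uM tamoxifen (100% killing); Hill-fit AC50.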
# IkB sig inh = suppresses IkB signaling in ABC-DLBCL reporter cells | AID 445 | Potency, µM (top dose mostly 57.1 µM), for inactives: at the highest dose IkBa stabilization activation | ABC-DLBCL IkBa-CBG/CBR dual luciferase ratio, 4 h; response scale: scaled: untreated 0%, proteasome inhibitor 100% | 110,000 tested, 0.04% active; active = well fitted curve in the direction sought with a large enough effect in the signal ratio, not every such curve was filed as active; inconclusive = small, poorly fitted or top-dose-only effect, or a change in a side signal; the % refers to the signal ratio;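 note: the direction sought is a rising ratio; 0% = basal untreated cells and 100% = reference inhibitor full response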
#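 Luminescence ratio of IκBα-fused green versus native red beetle luciferase in OCI-Ly3 cells, 4 h post-doxycycline with compound; red signal alone, scaled from basal (0%) to zero light (-100%), flagged nonspecific or cytotoxic effects.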
# * marks the source's active call; other numbers are inactive results; ? = inconclusive; nt = no result given; [ ] = remark or other dose. Unless noted, calls come from the whole dose curve; as a rule, active = well fitted curve in the direction sought with a large enough effect; inconclusive = small, poorly fitted or top-dose-only effect, or another doubt; inactive = no such curve, though single readings can be large; an effect the other way counts as inactive or inconclusive. Unless noted, % is set by controls: 0 for no effect and ±100 for the full control effect; potency is the fitted concentration of half-maximal effect. Random draw from the library. About 1.7% of those tested had a hit in this group.
# The line under a structure holds: p53ts 39C kill, Peg3 imprint, p53ts 32C kill, IkB sig inh
CC1CCCN(Cc2nc3c(c(=O)n(C)c(=O)n3C)n2Cc2ccc(Cl)cc2)C1 (configuration not stated)
 : 2.6%, -14.2%[10.9 µM], -2.8%, ?
COc1ccc(C2C(C(=O)N3CCN(c4ccccn4)CC3)CC(=O)N2c2ccc(OC)cc2)cc1 (configuration not stated)
 : 13.0%, -11.3%, -16.1%, 2.7%
CC(C)CCn1c(=O)c2sccc2n2c(CCCC(=O)NCc3ccc(F)cc3)nnc12
 : -13.3%, -15.2%[10.9 µM], -0.9%, ?
O=C(c1ccccc1C(=O)N1CCN(c2ccccc2F)CC1)N1CCN(c2ccccc2F)CC1
 : 7.0%, -16.1%, 6.3%, ?
COc1ccc(C(=O)Nc2cccc(-c3cn4ccsc4n3)c2)c(OC)c1
 : ?, -19.8%[10.9 µM], 2.5%, ?
CC(=O)Nc1ccc(S(=O)(=O)N2CCC(c3nc4ccc(C)cc4[nH]3)CC2)cc1
 : 4.0%, -15.9%, 8.0%, 4.1%
COc1cccc(NC(=O)Cc2ccccc2)c1
 : -3.3%, -17.8%, 4.6%, 3.7%
COc1ccc(-n2nc(C(=O)Nc3ccc(C)cn3)c3c4ccccc4n(C)c3c2=O)cc1
 : 7.4%, 6.9%[10.9 µM], 3.4%, -2.2%
CCOC(=O)c1ccc(OCC2c3cc(OC)c(OC)cc3CCN2C(=O)c2ccc(S(=O)(=O)N3CCCC3)cc2)cc1 (configuration not stated)
 : -24.0%, -18.4%[10.9 µM], 3.8%, 1.1%
O=C1C2C3C=CC(CO)(O3)C2C(=O)N1c1ccccc1-c1ccccc1 (configuration not stated)
 : 32.7%[activator], ?, -2.8%, ?
S=C(c1ccc2c(c1)OCO2)N1CCCC1
 : 8.5%, -3.3%, 5.0%, 0.8%
CN1CN(C)c2cccc3cccc1c23
 : 3.0%, nt, -5.3%, nt
O=C(NC(NC1CCS(=O)(=O)C1)C(=O)c1ccccc1)c1ccc(Cl)cc1 (configuration not stated)
 : -7.2%, -8.4%, -3.9%, 0.3%
Cc1c(CNC(C)c2ccccc2)c(C(=O)O)c(C)n1Cc1c(F)cccc1Cl (configuration not stated)
 : 7.6%, -5.7%[10.9 µM], 9.5%, -1.4%
N#CCCn1cc(/C=N/O)c(-c2ccc(-c3ccccc3)cc2)n1
 : -14.2%, -18.5%, 16.6%, -0.6%
CCn1c(SCC(=O)Nc2ccc(Cl)cc2)nnc1C1CC1
 : 0.5%, 13.0%, -7.1%, ?
CN(C(=O)CN1C(=O)c2ccccc2S1(=O)=O)c1ccccc1C(=O)O
 : -3.9%, -2.8%, -5.4%, 0.2%
COc1cccc(C2NC(=O)c3ccccc3O2)c1OC (configuration not stated)
 : 6.3%, -8.9%, 5.2%, 1.4%
S=C(c1ccc(-c2ccc(Cl)c(Cl)c2)o1)N1CCOCC1
 : -23.2%, -11.9%, -28.6%, 0.0%
COc1cc(OC)cc(-c2nc3ccccc3c(=O)o2)c1
 : 22.1%, nt, -5.5%, nt

# Full records as entered above. Order of values: p53ts 39C kill, Peg3 imprint, p53ts 32C kill, IkB sig inh
# Listed for CC(C)CCn1c(=O)c2sccc2n2c(CCCC(=O)NCc3ccc(F)cc3)nnc12 = -13.3%, -15.2%[10.9 µM], -0.9%, ?
# Listed for O=C1C2C3C=CC(CO)(O3)C2C(=O)N1c1ccccc1-c1ccccc1 (configuration not stated) = 32.7%[activator], ?, -2.8%, ?
# Listed for COc1cc(OC)cc(-c2nc3ccccc3c(=O)o2)c1 = 22.1%, nt, -5.5%, nt
# Listed for COc1cccc(NC(=O)Cc2ccccc2)c1 = -3.3%, -17.8%, 4.6%, 3.7%
# Listed for COc1ccc(-n2nc(C(=O)Nc3ccc(C)cn3)c3c4ccccc4n(C)c3c2=O)cc1 = 7.4%, 6.9%[10.9 µM], 3.4%, -2.2%

# More records
# The line under a structure holds: p53ts 39C kill, Peg3 imprint, p53ts 32C kill, IkB sig inh
CCn1c(SCC(=O)Nc2nc(-c3ccccc3)cs2)nnc1-c1ccccc1O
 : 1.1%, -27.9%, -11.3%, ?
COc1ccc(S(=O)(=O)c2c(Nc3ccc(F)cc3)sc(C(=O)c3ccc4c(c3)OCO4)c2N)cc1
 : -20.5%, -11.7%[10.9 µM], 3.3%, 1.8%
COCCn1nnnc1C(C(C)C)N(Cc1cccnc1)Cc1ccccc1Cl (configuration not stated)
 : -3.2%, -12.7%, -0.9%, -1.4%
COc1ccc2c(Cl)c(C(=O)NCCCn3ccnc3)sc2c1
 : -14.5%, -23.7%, ?, -5.7%
CCN(C(=O)c1ccco1)c1nc(CC(=O)Nc2ccc(Cl)cc2)cs1
 : -19.0%, ?, -12.2%, ?
CCn1c(Cc2ccccc2)nnc1SCC(=O)Nc1ccc(S(N)(=O)=O)cc1
 : 8.5%, 13.8%, 5.1%, 0.4%
CCn1c2ccccc2c2cc(N)ccc21
 : -2.6%, -23.8%, 2.7%, 5.2%
CC(NC(=O)CSc1nc(-c2ccccc2F)nc2cc(=O)[nH]n12)c1nc2ccccc2n1C (configuration not stated)
 : 6.7%, 6.6%[10.9 µM], 1.3%, 0.4%
CCOC(=O)C(NC(=O)CC)(Nc1nc2c(s1)CCCC2)C(F)(F)F (configuration not stated)
 : -8.3%, nt, 5.2%, nt
COc1ccc(CCNC(=O)CCN2C(=O)C(C)Oc3ccc(C)cc32)cc1OC (configuration not stated)
 : -1.0%, -20.1%, 7.4%, -1.4%
CCCS(=O)(=O)N1CCC(C(=O)NCCCN(C)Cc2ccccc2)CC1
 : -4.7%, -16.9%, 14.3%, 0.4%
COC(=O)C1C(=O)C2=C(CC1C)NC(C)=C(C(=O)OC(C)C)C2c1ccc(OC)c(O)c1 (configuration not stated)
 : -5.0%, 2.7%, 2.3%, -0.5%
CCN(CC)c1nc(SCC(=O)O)nc(N(CC)CC)n1
 : -3.9%, -25.7%, 2.9%, -0.8%
Cc1nc2cnc(N3CCN(C)CC3)nc2n(-c2ccccc2)c1=O
 : -0.5%, 1.2%, 1.0%, 0.4%[11.4 µM]
COc1ccc(S(=O)(=O)N2CCC(C(=O)Nc3cccc(Cl)c3)CC2)cc1OC
 : -8.4%, nt, 7.5%, nt
COc1cccc(NC(=O)c2cccs2)c1
 : -8.3%, -60.3%[inhibitor], -21.7%, 1.9%
COc1ccccc1N1CCN(C(=O)c2oc3cc(C)cc(C)c3c2C)CC1
 : -12.6%, nt, 1.1%, nt
O=C(CN1CCN(CC(=O)Nc2ccccc2Cl)CC1)Nc1ccc2c(c1)OCCO2
 : -6.8%, -14.5%, -10.8%, -0.7%
Cc1cccc(NC(=O)C2CCN(S(=O)(=O)c3cccc4nsnc34)CC2)n1
 : -3.1%, -9.1%, -4.3%, 0.3%
O=C(c1cccc(F)c1)N1CCC[C@@]2(CCN(c3cccc(-c4ccccc4)c3)C2)C1
 : -5.0%, nt, 0.4%, 3.7%[11.4 µM]
O=c1cc(CSc2n[nH]c(-c3ccccc3)n2)[nH]c2ccccc12
 : 8.5%, -9.1%[10.9 µM], 5.4%, ?
Clc1ccccc1-c1nccc(NCc2cccs2)n1
 : -3.7%, ?, -14.6%, 3.1%[11.4 µM]
Cc1c(C(=O)Nc2ccc(Br)cc2F)oc2ccc(S(=O)(=O)N3CCC4(CC3)OCCO4)cc12
 : -14.7%, ?, -0.7%, 0.4%
O=C(NCC1(c2ccccc2)CCCC1)C(=O)Nc1cccc(Br)c1
 : 2.0%, -12.0%[10.9 µM], 8.1%, 0.1%
Cc1nn2c(C)c(C(=O)N3CCN(c4ccc(Cl)cc4)CC3)cnc2c1-c1ccc(F)cc1
 : -13.7%, -12.3%[10.9 µM], 3.9%, 4.8%
O=S(=O)(c1ccccc1)N1c2cc(Cl)ccc2Oc2nc3ccccc3nc21
 : -14.2%, nt, -7.9%, nt
O=C(COc1ccc(Cl)cc1Cl)Nc1nc2n(n1)C(c1ccccc1)CC(=O)N2 (configuration not stated)
 : 2.7%, 1.1%, -1.2%, -4.0%
Cc1cc(C)c(NC(=O)CN2C(=O)NC3(CCCCC3)C2=O)c(C)c1
 : 3.2%, -3.8%, -8.7%, 0.8%
COc1ccc(-n2c(=O)c3c4c(sc3n3c(C)nnc23)CCCC4)cc1
 : 12.6%, 4.9%, 0.7%, -0.3%
COc1ccc(C2N3CC4(C)CN2CC(C)(C3)C4O)cc1OC (configuration not stated)
 : 13.2%, nt, -4.6%, nt
CC(=O)c1c(C)n([O-])c2cc(C)ccc2[n+]1=O
 : 7.8%, -1.5%, -2.1%, 1.4%
CCOCCn1c(CN2CCC(C)CC2)nc2c1c(=O)n(C)c(=O)n2C
 : 5.2%, -8.8%, 4.9%, -3.2%
COc1ccc(-c2nnc(SCC(=O)Nc3cccc(Cl)c3C)nc2-c2ccc(OC)cc2)cc1
 : -21.8%, -13.8%[10.9 µM], 17.1%, ?
CSc1ncc(Cl)c(C(=O)Nc2cccc3ccccc23)n1
 : 2.9%, nt, -10.5%, nt
COCCCNC(=O)c1ccc(C(=O)NCCCOC)cc1
 : 4.6%, -6.8%, -1.8%, -0.2%
CCOc1ccc(-n2c(SCC(=O)NC(C)CC)nc3n[nH]c(C)c3c2=N)cc1 (configuration not stated)
 : -24.5%, -12.8%, 9.1%, -0.3%
CC[C@H](/C=C/[C@@H](C)[C@H]1CC[C@H]2C3CC=C4C[C@@H](O)CC[C@]4(C)C3CC[C@]12C)C(C)C (some centres not stated)
 : -4.6%, -0.2%, -0.9%, nt
C#CCOC(=O)CCC(=O)Nc1cc(OC)nc(OC)n1
 : 4.7%, 3.3%, 3.8%, 4.2%
O=C(c1ccco1)N1CCN(C2=NS(=O)(=O)c3ccccc32)CC1
 : -3.9%, 5.7%, -4.4%, -0.1%
Cc1ccc(CNS(=O)(=O)c2ccc3[nH]c4c(c3c2)CCCCC4)cc1
 : 20µM*, -4.6%[10.9 µM], -2.0%, ?
C[C@@H](N)[C@@H](C)Cc1ccccc1
 : -3.9%[9.22 µM], -9.8%[10.9 µM], -3.9%[9.22 µM], 0.6%[11.4 µM]
Cc1ccc(S(=O)(=O)c2nc(NCCCn3ccnc3)sc2Cl)cc1
 : -19.6%, -6.9%, -2.5%, 0.0%
O=C(Nc1nnc(S(=O)(=O)N2CCCC2)s1)c1ccccc1Cl
 : -26.5%, -7.5%[10.9 µM], ?, 1.2%
CC(C)COCC1CC2(CC(C)(c3csc(N)n3)OC2=O)C(=O)O1 (configuration not stated)
 : 1.5%, nt, -4.9%, nt
CS(=O)(=O)N(Cc1ccc(C(=O)NCc2ccco2)cc1)c1ccccc1
 : -9.0%, nt, 4.3%, nt
COC(=O)C1(Cc2ccccc2)C=C2C(=C(c3ccccc3)C(=O)C2C)CN1 (configuration not stated)
 : -10.7%, -12.2%, -0.2%, nt
CCOC(=O)C1CCN(S(=O)(=O)c2cccc(-c3cn4cccnc4n3)c2)CC1
 : -3.3%, -10.8%, 1.6%, -0.7%
CSCCC(NS(=O)(=O)c1ccc2c(c1)oc(=O)n2C)C(=O)Nc1ccc(Cl)cc1 (configuration not stated)
 : 4.6%, -9.9%[10.9 µM], 8.3%, ?
CCOC(=O)C(Sc1nnc2c3ccccc3n(CC)c2n1)C(=O)OCC
 : 5.5%, -10.3%, -0.5%, 0.3%
COc1ccccc1-c1cc(C(=O)NCc2ccco2)no1
 : -26.3%, -9.3%, -7.0%, ?

# Carrying on:
# The line under a structure holds: p53ts 39C kill, Peg3 imprint, p53ts 32C kill, IkB sig inh
COC(=O)Cc1cc(=O)n2[nH]c(C)nc2n1
 : 1.3%, -2.6%, -2.8%, 0.5%
CCCc1nnc(NC(=O)CCC(=O)O)s1
 : 9.3%, 21.3%, 10.4%, 3.2%
O=C(CCOc1ccccc1)N(Cc1cccnc1)c1nc2ccc(F)cc2s1
 : -15.8%, 26.9%[10.9 µM], -19.3%, -0.9%
CC1(C)CC(=O)C(C=NCCCN2CCCC2=O)=C(O)C1
 : -5.0%, -11.7%, -1.8%, 0.6%
Cn1c(=O)c2cc(C(=O)N3CCN(c4ccc(Cl)cc4)CC3)sc2c2ccccc21
 : -4.5%, 2.1%[10.9 µM], 7.7%, 0.3%
